Screening data: PubChem, National Center for Advancing Translational Sciences (NCATS)
Coupling enz = counter-screen for Giardia aldolase inhibitors: coupling enzyme system. coupling enzyme system counterscreen, AmpLite Red fluorescence. activity change, negative = inhibition, % at 58.2 µM, hits read low. 290,000 compounds, 0.67% hits; in the data active = activity change below about -30%; note: % is set by controls: 0 for no effect and ±100 for the full control effect
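First, compound is pin-transferred into glyceraldehyde-3-phosphate coupling-enzyme reagent at 57.5 uM final and held 10 min at RT. Next, substrate, coupling system and AmpLite Red are added. After 20 min RT, fluorescence (525/598 nm) is read.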
ELG1 genotoxic = inducers of genotoxicity in HEK293T ELG1-luciferase cells. Potency, µM (titrated, usually from 46 µM), for the others: at the top dose activity change, positive = activation, usual class: activators. AID 504466. HEK293T ELG1-luciferase reporter, luminescence, 16 h. 330,000 compounds, 1.3% hits; note: potency is the fitted concentration of half-maximal effect; % of control where 0% means no effect; nearly all actives have a fitted effect of over 60% in size
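Reporter readout depends on ELG1 protein level, which increases with genetic stress. After 16 hr compound exposure at 37 °C, luciferase activity was quantified using ONE-Glo.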
FLuc counter = counter-screen for miR-21 project: firefly luciferase inhibitors or activators. P08659. purified FLuc, Km substrates, luminescence inhibition. Potency, µM (series often up to 57.5 µM), inactives show top-dose activity change, negative = inhibition, hits mostly inhibitors. 360,000 compounds, 6.9% hits;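 note: potency is the fitted concentration of half-maximal effect; plate controls were vehicle for no effect and reference inhibitor for full effect; nearly all actives have a fitted effect of over 55% in size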
Target sequence (P08659 whole entry, looked up): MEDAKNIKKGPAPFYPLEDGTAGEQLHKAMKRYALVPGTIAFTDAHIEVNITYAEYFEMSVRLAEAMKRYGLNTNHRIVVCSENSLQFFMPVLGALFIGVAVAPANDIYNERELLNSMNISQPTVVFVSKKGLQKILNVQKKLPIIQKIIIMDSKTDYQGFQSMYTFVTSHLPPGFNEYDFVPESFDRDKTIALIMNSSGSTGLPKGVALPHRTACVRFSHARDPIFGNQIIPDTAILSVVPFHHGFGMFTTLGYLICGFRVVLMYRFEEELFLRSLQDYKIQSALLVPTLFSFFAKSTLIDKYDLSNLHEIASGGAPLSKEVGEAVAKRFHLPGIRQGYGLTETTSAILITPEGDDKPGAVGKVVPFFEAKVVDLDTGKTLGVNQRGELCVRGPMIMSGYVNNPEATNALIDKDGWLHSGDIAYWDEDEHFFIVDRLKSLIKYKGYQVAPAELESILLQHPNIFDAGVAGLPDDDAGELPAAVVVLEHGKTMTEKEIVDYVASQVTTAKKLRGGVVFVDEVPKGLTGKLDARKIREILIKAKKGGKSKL
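Biochemical qHTS of compounds, final roughly 60 µM downward over six points, against 10 nM purified firefly luciferase using Km concentrations of substrates (10 uM D-luciferin, 10 uM ATP) in Tris acetate pH 7.5 buffer; luminescence output.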
Gal4-VP16 FLuc = counter-screen for ROR gamma inhibitors: Gal4-VP16 reporter; Potency, µM (highest dose often 53.6 µM), for inactives: at the top dose activity, negative = inhibition, most hits filed as inhibitors; Drosophila S2 Gal4-VP16 UAS-luciferase, luminescence, 20 h; 310,000 compounds, 3.5% hits; AID 2546;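 note: Gal4-VP16 expression switched on by copper sulfate through the metallothionein promoter; potency is the fitted concentration of half-maximal effect; % is set by controls: 0 for no effect and ±100 for the full control effect; nearly all actives have a fitted effect of over 50% in size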
Rab9 promoter act = Rab9 promoter activation | Huh7 Rab9 promoter-luciferase reporter, luminescence, 24 h | Potency, µM (series often up to 9.22 µM), for inactives: at the highest dose activation, negative = inhibition, actives largely listed as activators | 320,000 compounds, 2.8% hits | AID 485297; note: potency is the fitted concentration of half-maximal effect; % of control where 0% means no effect; nearly all actives have a fitted effect of over 60% in size
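Steps: seed 1500 Huh7 Rab9-luc cells per well, rest 2 h at 37 °C; add compound in DMSO; incubate 24 h; add luciferase reagent, 10 min ambient; read luminescence.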
NPC1 prom act = activates the NPC1 promoter; Huh7 NPC1 promoter luciferase reporter, 24 h; Potency, µM (highest dose often 9.22 µM), without a hit: at the highest dose activation, actives largely listed as activators; 320,000 compounds, 2.4% hits; AID 485313;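 note: potency is the fitted concentration of half-maximal effect; % of control where 0% means no effect; nearly all actives have a fitted effect of over 60% in size; reporter is driven by a mutant NPC1 promoter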
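Compounds in DMSO were transferred onto Huh7 NPC1-luciferase reporter cells pre-incubated 2 h; after 24 h at 37 °C, Amplite reagent was dispensed and luminescence recorded 10 min later.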
Tb PFK block = inhibitors of T. brucei phosphofructokinase; O15648; T. brucei PFK, ADP-Glo luminescence; Potency, µM (doses to about 57.5 µM), without a hit: at the top dose activity, negative = inhibition, hits mostly inhibitors; 330,000 compounds, 0.17% hits; AID 485367;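 note: potency is the fitted concentration of half-maximal effect; 0% = uninhibited 1x PFK enzyme wells and -100% = no-enzyme wells; nearly all actives have a fitted effect of over 60% in size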
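In TEA buffer at pH 8.0 with 5 mM MgCl2, enzyme (1.25 nM) converted F6P (0.5 mM) and ATP (0.1 mM) for 45 min at room temperature. ADP product was read by luciferase luminescence.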
KCNH2 3.1 inh = KCNH2 3.1 (human) potassium channel inhibition | U2OS KCNH2 3.1, thallium flux FluxOr; hits give low values | 340,000 compounds, 0.95% hits | activity change, % (tested at about 1.8 µM) | AID 720553;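 active = maximum activity change below -70%; inconclusive = maximum activity change from -70% to -50%; inactive = maximum activity change above -50%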;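 note: thallium influx rate constant from kinetic fluorescence after stimulation buffer; % is set by controls: 0 for no effect and ±100 for the full control effect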
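Channel expression came from 3.1 mutant virus (1.77 x 10^8 /mL) applied to suspended U2OS cells for 4 h. Flux was tracked with FluxOr dye plus Red40 quencher, and kinetic rate constants normalized to controls.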
Giardia kill = kills Giardia lamblia. Giardia lamblia trophozoite viability. activity change, % at 7.66 µM, hits read low. 340,000 compounds, 0.15% hits. AID 540267; in the data active = activity change below about -80%; inconclusive = between about -30% and that limit;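 note: parasites exposed to compound for two days anaerobically before the ATP read; % is set by controls: 0 for no effect and ±100 for the full control effect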
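Compounds were tested on trophozoites seeded at 100 cells/well and held 48 hrs at 37 deg C anaerobically. An ATP-based luminescent kit measured the remaining live cells.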
uPA surface inh = cell surface uPA generation inhibition | Potency, µM (series often up to 38.3 µM), without a hit: at the top dose activity change, negative = inhibition, usual class: inhibitors | 330,000 compounds, 0.31% hits | cell surface uPA generation assay, qHTS; active = well fitted inhibition curve with a large enough effect; inconclusive = small, poorly fitted or top-dose-only effect; inactive = no such curve, though single readings can be large or run the other way; tested in mouse RAW 264.7 cells; note: potency is the fitted concentration of half-maximal effect; % is set by controls: 0 for no effect and ±100 for the full control effect; nearly all actives have a fitted effect of over 55% in size
RORgamma inh = inhibitors of mouse ROR gamma transcriptional activity. Drosophila S2 Gal4-RORgamma UAS-luciferase reporter, 20 h. Potency, µM (doses to about 53.6 µM), for the others: top-dose activity change, negative = inhibition, most hits filed as inhibitors. 310,000 compounds, 5.4% hits. AID 2551; note: potency is the fitted concentration of half-maximal effect; % is set by controls: 0 for no effect and ±100 for the full control effect; nearly all actives have a fitted effect of over 60% in size
Target sequence (P51450 whole entry, looked up, the tested form may be a part): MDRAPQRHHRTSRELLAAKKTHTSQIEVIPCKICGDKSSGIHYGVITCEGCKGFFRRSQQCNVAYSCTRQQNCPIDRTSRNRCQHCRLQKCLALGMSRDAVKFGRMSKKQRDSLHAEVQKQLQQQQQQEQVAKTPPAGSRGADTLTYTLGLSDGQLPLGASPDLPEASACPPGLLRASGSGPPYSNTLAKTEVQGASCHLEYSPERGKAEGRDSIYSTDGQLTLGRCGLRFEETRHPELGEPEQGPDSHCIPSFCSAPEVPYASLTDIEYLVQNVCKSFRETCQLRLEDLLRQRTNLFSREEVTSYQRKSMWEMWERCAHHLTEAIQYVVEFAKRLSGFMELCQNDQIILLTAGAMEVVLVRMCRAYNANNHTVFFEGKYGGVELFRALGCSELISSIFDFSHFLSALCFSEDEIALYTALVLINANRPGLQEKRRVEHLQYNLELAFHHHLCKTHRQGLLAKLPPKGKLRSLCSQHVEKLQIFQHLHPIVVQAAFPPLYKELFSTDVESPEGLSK
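Using a luciferase readout, inhibitors were identified by reduced reporter activity in Drosophila cells coexpressing a copper-inducible Gal4–ROR gamma fusion and UAS-driven Photinus luciferase, incubated 20 hr after 700 uM copper sulfate.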
* hit, by the source's call; ? = inconclusive; · = no result given; & = joins results of further samples; [ ] = remark or other dose. Unless noted, calls come from the whole dose curve; as a rule, active = well fitted curve in the direction sought with a large enough effect; inconclusive = small, poorly fitted or top-dose-only effect, or another doubt; inactive = no such curve, though single readings can be large; an effect the other way counts as inactive or inconclusive.

structure	Coupling enz	ELG1 genotoxic	FLuc counter	Gal4-VP16 FLuc	Rab9 promoter act	NPC1 prom act	Tb PFK block	KCNH2 3.1 inh	Giardia kill	uPA surface inh	RORgamma inh
CCOc1ccc2nc(NC(=O)C(NS(=O)(=O)c3cccc4nsnc34)C(C)C)sc2c1 (centres undefined)	-1	-13%	1%	?	0%	-3%	0%	-1	?	10%	16µM*
Cc1nn(CC#N)c(=O)n1-c1ccccc1	0	0%	0%	1%	-4%	2%	2%	5	6	-3%	-7%
CCCS(=O)(=O)c1nc(S(=O)(=O)c2ccc(C)cc2)c(NCc2ccco2)s1	2	0%	1%	0%	2%	1%	0%	-30	9	0%	45%
COc1ccc(CCN2C(=O)c3[nH]nc(-c4ccccc4O)c3C2c2ccc(C)cc2)cc1OC (centres undefined)	-2	-20%	-1%	-12%	-1%[1.84 µM]	-4%	19%	-8	-3	8%	-40%
Cn1c2c(c(=O)n(C)c1=O)C(CC(=O)Nc1ccc(F)cc1)C(=O)N2 (centres undefined)	-3	1%	-10%	8%	13%	0%	2%	8	5	4%	38%
O=C1CSC(c2cccc(F)c2)N1c1ccccc1F (centres undefined)	0	5%	8%	2%	-6%	-1%	-9%	-7	8	5%	-8%
Cc1cc(C)c(S(=O)(=O)Nc2cccnc2)c(C)c1	-8	4%	2%	-5%	-5%	0%	-1%	5	3	·	11%
CC(=O)OC(C(=O)NC1CCCCC1)c1ccc(Cl)c(Cl)c1 (centres undefined)	3	-2%	-1%	-13%	-8%	-7%	-2%	20	13	-6%	4%
Cc1ccc(C)c(NC(=S)NNC(=O)c2ccc(Br)o2)c1	-2	-2%	-1%	-22%	1%	-3%	0%	24	-6	-2%	?
CC(=O)c1c(C)nc(-c2ccccc2)nc1N	2	11%	?	20%	13%	19%	-27%	8	-11	-25%	8%
CCN(CC)C(=O)CSC1=C(C#N)C(c2cccs2)C=C(C)N1 (centres undefined)	1	1%	?	6%	-4%	9%	-29%	-1	5	1%	-10%
Cc1cc(C)c(NC(=O)CN2CCN3CCCC3C2)c(C)c1 (centres undefined)	1	-1%	-4%	-1%	1%	-1%	0%	-3&31	-6&-8	0%&2%	10%
Fc1ccc2[nH]c3c(NCCN4CCOCC4)ncnc3c2c1	0	-10%	0%	13µM*	-9%	-2%	3%	-6	5	-7%	?
Cc1ccc(CNC(=O)c2ccc(-n3cccc3)cc2)cc1	4	13%	-1%	3%	2%	0%	0%	·	8	-5%	3%
Cc1c(C(=O)Nc2ccc3c(c2)OCCO3)sc2ncnc(N3CCCCC3C)c12 (centres undefined)	0	-11%	11µM*	25%	-1%	-2%	1%	-16	-2	-1%	?
CCOc1cc(/C=C(\C#N)C(=O)Nc2cccc(C(=O)O)c2)ccc1OCc1ccccc1Cl	0	1%	-13%	-27%	-2%	7%	-4%	-22	-11	-1%	12%
CCOc1ccc(/C=N/NC(=O)CNC(=O)c2ccc(S(=O)(=O)N3CCOCC3)cc2)cc1	1	-1%	-14%	0%	-9%	-5%	1%	·	-29	5%	20%
Cc1cc(N2C(=O)C3CC=CC(C)C3C2=O)no1 (centres undefined)	0	-2%	3%	-12%	-8%	-2%	5%	3	-13	-3%	0%
C#CCOc1nc(Nc2cccc([N+](=O)[O-])c2)nc(OCC#C)n1	0	-5%	-14%	-6%	-11%	0%	-2%	7	-6	-1%	25%
Cc1ccccc1OCCOc1ccccc1C=C(C#N)C#N	1	?	?	?	0%	10%	-4%	·	·	·	27%
CN(C)S(=O)(=O)c1ccc(Cl)c(NC(=O)COC(=O)c2ccc(O)cc2)c1	0	-9%	-9%	8%	-3%	-2%	4%	-5	2	0%	2%
O=C(COC(=O)COc1ccc(Cl)cc1)NCCNC(=O)COC(=O)COc1ccc(Cl)cc1	·	-6%	4%	·	-1%	-5%	-3%	-11	26	2%	·
CCOc1ccc(S(=O)(=O)c2c(C(=O)c3ccc(C)cc3)cnc3cc4c(cc23)OCCO4)cc1	-3	1%	6%	-8%	-5%	1%	0%	-30	-2	4%	18%
Cc1ccc(CNC(=O)CCS(=O)(=O)c2ccc(C)cc2)cc1	-4	-1%	0%	6%	4%	-2%	1%	1	-21	6%	5%
COc1ccc(C(=O)NNC(=O)C(=O)N2CCCCC2)cc1OC	·	8%	1%	-1%	-3%	2%	1%	·	-7	-1%	-17%
CC1CCCCC12NC(=O)N(CC(=O)N(C)Cc1nc3ccccc3c(=O)[nH]1)C2=O (centres undefined)	·	5%	3%	·	-1%	-2%	-7%	-4	35[activator]	-21%	·
Cc1nn(C)c(C)c1CNC(=O)c1cc2n(n1)C(C(F)(F)F)CC(c1cccs1)N2 (centres undefined)	1	-2%	-1%	-3%	-17%	-1%	-1%	-2	-12	-6%	34%
Cc1ccc(S(=O)(=O)Nn2cnnc2)cc1	7	0%	-1%	0%	0%	-2%	1%	22	13	0%	17%
Cn1c(=O)c([N+](=O)[O-])c(NCCCn2ccnc2)c2ccccc21	10	1%	0%	-2%	-5%	-1%	-1%	3	4	11%	4%
C/C(=N/NC(=O)CNc1ccc(C)cc1)c1ccc(Cl)cc1	1	-26%	-12%	4%	-2%	-1%	0%	5	-7	3%	15%

Laid out differently: results already given
molecule: CN(C)S(=O)(=O)c1ccc(Cl)c(NC(=O)COC(=O)c2ccc(O)cc2)c1
  Coupling enz: 0	ELG1 genotoxic: -9%	FLuc counter: -9%	Gal4-VP16 FLuc: 8%	Rab9 promoter act: -3%	NPC1 prom act: -2%	Tb PFK block: 4%	KCNH2 3.1 inh: -5	Giardia kill: 2	uPA surface inh: 0%	RORgamma inh: 2%
molecule: CCOc1ccc2nc(NC(=O)C(NS(=O)(=O)c3cccc4nsnc34)C(C)C)sc2c1 (centres undefined)
  Coupling enz: -1	ELG1 genotoxic: -13%	FLuc counter: 1%	Gal4-VP16 FLuc: ?	Rab9 promoter act: 0%	NPC1 prom act: -3%	Tb PFK block: 0%	KCNH2 3.1 inh: -1	Giardia kill: ?	uPA surface inh: 10%	RORgamma inh: 16µM*
molecule: C/C(=N/NC(=O)CNc1ccc(C)cc1)c1ccc(Cl)cc1
  Coupling enz: 1	ELG1 genotoxic: -26%	FLuc counter: -12%	Gal4-VP16 FLuc: 4%	Rab9 promoter act: -2%	NPC1 prom act: -1%	Tb PFK block: 0%	KCNH2 3.1 inh: 5	Giardia kill: -7	uPA surface inh: 3%	RORgamma inh: 15%

Other entries follow:
structure	Coupling enz	ELG1 genotoxic	FLuc counter	Gal4-VP16 FLuc	Rab9 promoter act	NPC1 prom act	Tb PFK block	KCNH2 3.1 inh	Giardia kill	uPA surface inh	RORgamma inh
N#C/C(=C\Nc1ccc(Cl)cn1)S(=O)(=O)c1ccccn1	0	4%	0%	-6%	-2%	0%	1%	-3	-8	10%	7%
CCCCCOC(=O)c1ccc(OC(=O)c2cncc(Br)c2)cc1	1	9%	-13%	-3%	22%	21%	0%	-5	12	5%	0%
CC[C@]12c3[nH]c4ccccc4c3CCN1C(=O)C(CC(=O)NCCC1=CCCCC1)C[C@@H]2C(=O)N1CCN(C(=O)c2ccco2)CC1 (some centres undefined)	·	-11%	·	·	·	·	2%	-2	-15	-14%	·
CN(C)CCC1Sc2ccccc2Oc2ccccc21 (centres undefined)	0	-1%	6%	3%	-2%	-7%	-25%	-3	22	-1%	-55%
Cc1noc(C)c1CSc1nnc2ccccn12	10	3%	0%	4%	10%	1%	2%	2	9	·	-24%
COc1cc2c(cc1OC)C(C(=O)Nc1cc(C)c(OC)c(C)c1)CC(=O)N2 (centres undefined)	3	3%	6%	7%	1%	-3%	2%	-1	24	-2%	-26%
CC(C(=O)O)N1C(=O)C2C3CC(C2C1=O)C1C(c2ccccc2)c2sc(=O)[nH]c2SC31 (centres undefined)	6	2%	9%	-4%	-2%	-4%	0%	-9	53[activator]	-5%	-2%
